LGR2 antag: inhibitors of bursicon-induced LGR2 CRE-luciferase signal, primary screen, cell-based, HEK293, CRE-luciferase reporter, bursicon stimulation | Drosophila bursicon receptor LGR2 (rickets) | bursicon-stimulated, 4 h | inhibition, % at 9.99 µM | 380,000 compounds, 0.35% hits;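 active means drop in luminescence signal, shown as inhibition above about 50% in the replicate tests, limit read from the data, passing the limit was not always enough; inconclusive means probably only some replicates passing the limit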;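 further: agonist challenge used bursicon conditioned medium at about half maximal strength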
PGC1a acetyl inh: inhibitors of PGC1a acetylation signal, primary screen, cell-based, U2OS, AlphaScreen, inhibitor mode; AlphaScreen anti-acetyl-lysine; with virally co-expressed GCN5 acetyltransferase; inhibition, % at 15.6 µM; 350,000 compounds, 0.17% hits; AID 651687, 2012;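 active means every replicate shows inhibition of at least 40%; inconclusive means mean inhibition at least 40% but some replicate below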;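 further: 0% = neutral control wells and 100% = positive control wells; some results beyond the cut were filed as inactive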
PAX8 reporter: inhibitors of PAX8-driven TPO luciferase reporter, primary screen, RMG-I cells, single concentration; SteadyGlo, 24 h; 360,000 compounds, 1.2% hits; inhibition, % at 12.6 µM;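 active means mean replicate inhibition at least 60% with every replicate also reaching 60%; inconclusive means only one of the two criteria is met; inactive means mean below 60% and not all replicates reaching 60%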;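 further: luciferase light reporting Pax8 driven TPO promoter activity; plate controls were median of neutral control wells for no effect and mitoxantrone controls for full effect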
PglD DTNB: C. jejuni PglD acetyltransferase inhibitors, primary screen, biochemical, DTNB colorimetric, single point; UDP-N-acetylbacillosamine N-acetyltransferase PglD (Campylobacter jejuni); AID 602405, 2012; purified PglD enzyme, DTNB colorimetric CoA detection; inhibition, % at 12.5 µM; 360,000 compounds, 0.098% hits; in the data active means inhibition above about 16%, passing the limit was not always enough; inconclusive means no clear call, values can overlap the other calls; further: strong numbers were not always called active
S100A4 MyoIIA: inhibitors of S100A4-myosin IIA peptide binding, primary screen, biochemical, fluorescence polarization, TAMRA-MyoIIA peptide | Protein S100-A4 (Homo sapiens), P26447 | inhibition, % at 10.7 µM | 360,000 compounds, 0.14% hits | AID 652163, 2013;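 active means mean inhibition of at least 70% across replicates, with every replicate also reaching that level; inconclusive means mean inhibition reaches 70% but some replicates fall short; inactive means mean inhibition below 70%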
Target sequence (P26447 whole entry, looked up): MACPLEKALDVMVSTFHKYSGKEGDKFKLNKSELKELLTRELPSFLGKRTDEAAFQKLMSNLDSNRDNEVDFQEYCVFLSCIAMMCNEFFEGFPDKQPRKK
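Material: S100A4 monomer protein / Buffer or medium: 50 mM HEPES pH 7.2, 10 mM CaCl2, 100 mM KCl / Times: 5 min incubation before reading / Benchmarks: neutral control DMSO, positive control TFP / Reagent: labelled myosin peptide probe, 5 nM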
EWS-Fli block: EWS/Fli-driven NR0B1 reporter inhibitors, primary screen, A673 cells, NR0B1 luciferase, luminescence, MLPCN library; 350,000 compounds, 0.67% hits; viability-normalised; inhibition, % at 12.6 µM;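 active means mean inhibition of at least 50% after viability correction, with every replicate also passing that limit; inconclusive means mean reaches 50% but only one of two replicates passes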;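 further: firefly luciferase signal divided by Alamar Blue viability fluorescence both relative to DMSO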
ERAP1 HTS inh: human ERAP1 aminopeptidase inhibitors, primary screen, biochemical, single point, plate reader. 340,000 compounds, 0.15% hits. Endoplasmic reticulum aminopeptidase 1 (Homo sapiens), Q9NZ08. recombinant ERAP1, Leu-AMC fluorescence, 60 min. inhibition, % at 10.7 µM;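 active means mean replicate inhibition of at least 30%, or all replicates individually reaching that 30% level; inactive means mean below 30% and not every replicate reaching it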;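 further: 0% = neutral control wells and 100% = L-leucinethiol positive control wells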
Target sequence (Q9NZ08 whole entry, looked up): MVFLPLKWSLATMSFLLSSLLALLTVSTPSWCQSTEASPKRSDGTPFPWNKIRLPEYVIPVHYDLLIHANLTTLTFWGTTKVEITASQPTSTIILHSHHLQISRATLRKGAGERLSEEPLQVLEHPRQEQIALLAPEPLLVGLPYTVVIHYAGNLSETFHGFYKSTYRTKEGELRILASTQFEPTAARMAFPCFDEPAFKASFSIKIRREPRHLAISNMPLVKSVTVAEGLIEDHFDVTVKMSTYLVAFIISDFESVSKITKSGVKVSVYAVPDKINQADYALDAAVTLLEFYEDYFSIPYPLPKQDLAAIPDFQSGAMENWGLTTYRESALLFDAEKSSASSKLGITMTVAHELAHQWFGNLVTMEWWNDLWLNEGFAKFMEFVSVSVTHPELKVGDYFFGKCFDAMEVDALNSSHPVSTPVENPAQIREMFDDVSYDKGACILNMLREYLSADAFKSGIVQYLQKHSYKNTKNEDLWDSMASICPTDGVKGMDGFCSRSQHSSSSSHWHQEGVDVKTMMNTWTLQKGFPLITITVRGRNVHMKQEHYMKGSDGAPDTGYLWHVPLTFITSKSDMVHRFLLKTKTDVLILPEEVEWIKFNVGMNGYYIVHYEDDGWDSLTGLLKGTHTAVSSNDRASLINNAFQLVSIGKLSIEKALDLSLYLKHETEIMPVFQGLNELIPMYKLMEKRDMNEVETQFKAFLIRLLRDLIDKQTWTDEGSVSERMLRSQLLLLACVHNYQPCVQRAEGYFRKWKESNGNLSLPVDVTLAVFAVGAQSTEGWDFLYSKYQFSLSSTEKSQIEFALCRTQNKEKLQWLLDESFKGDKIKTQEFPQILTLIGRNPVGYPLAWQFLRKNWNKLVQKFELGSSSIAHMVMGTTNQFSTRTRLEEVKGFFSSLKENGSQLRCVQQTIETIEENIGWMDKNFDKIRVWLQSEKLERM
FN deposition inh: inhibitors of fibronectin matrix deposition, primary screen, AH1F cells, Alexa488-fibronectin fluorescence, plate reader | AID 743247, 2014 | AH1F fibroblasts, overnight | 350,000 compounds, 0.086% hits | inhibition, % at 12.6 µM;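 active means mean inhibition across replicates of 30% or more, regardless of how many single replicates reach that level; inconclusive means mean under 30% yet at least half of replicates reach 30%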;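 further: positive control wells lacked labelled fibronectin entirely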
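Measured by – fluorescence 485/525 nm · System – AH1F fibroblast monolayer, labelled fibronectin deposition · Amount – 10000 cells per well · Buffer or medium – serum-reduced DMEM (2% serum) · Doses – single dose, pinned · Also added – fluorescent fibronectin at 24 nM final · Schedule – 1 h cell attachment, overnight exposure to compound and label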
Numbers without * were called inactive; ? = inconclusive; . = no result given. This is a random part of the collection, and some 2.1% of all compounds hit somewhere here.

SMILES	LGR2 antag	PGC1a acetyl inh	PAX8 reporter	PglD DTNB	S100A4 MyoIIA	EWS-Fli block	ERAP1 HTS inh	FN deposition inh
C[C@H](CO)N1C[C@H](C)[C@H](CN(C)S(=O)(=O)c2ccc(F)cc2)OCCCC[C@H](C)Oc2ccc(NC(=O)Nc3ccc4c(c3)OCO4)cc2C1=O	-1	0	24	-1	-6	-60	1	-7
C[C@@H]1CN([C@@H](C)CO)C(=O)c2cc(Br)cnc2O[C@H]1CN(C)Cc1ccccn1	1	-3	.	-3	3	-7	-2	.
CO[C@H]1CC[C@H]2CCOc3ccc(C#N)cc3C(=O)N(C)[C@@H](C)C(=O)N(C)C[C@@H]1O2	-9	.	-8	-1	.	1	.	3
C[C@H](O)C#Cc1ccc([C@@H]2[C@@H](CO)N3CCCCN(C(=O)Nc4ccccc4)C[C@@H]23)cc1	11	-5	-13	1	9	-16	0	.
CCCCc1c(-c2ccccc2OC)ncn1CCc1ccc(Cl)cc1	?	.	-1	.	-3	18	3	-12
CCN(CC)CCNC(=O)c1ccc(CS(=O)(=O)c2ccc(Br)cc2)o1	5	-6	-1	-6	-10	3	0	-3
Cc1csc(NC(=O)c2ccc(Cn3nc(C)c(Br)c3C)o2)n1	1	8	28	-7	1	38	-6	9
Cc1ccc(OCC(=O)Nc2ccc(N3CCN(S(C)(=O)=O)CC3)cc2)cc1	-15	.	4	.	1	3	3	-3
COc1ccc(NC(=O)Nc2cccc3c2O[C@@H](CN(C)S(=O)(=O)c2cccs2)[C@H](C)CN([C@H](C)CO)C3=O)cc1	-22	15	.	2	11	-3	3	-6
CN(CC(=O)Nc1ccc(Cl)cc1)C(=O)CNC(=O)c1ccc(Br)o1	-7	1	-7	5	-1	0	-4	-2
C[C@H](NC(=O)C[C@H]1CC[C@H](NC(=O)C2CC2)[C@H](CO)O1)c1ccccc1	-27	5	7	15	2	0	0	1
O=C(C[C@@H]1CC[C@H]2[C@@H](COC[C@H](O)CN2C(=O)Nc2ccc(F)cc2)O1)NCCCN1CCOCC1	-7	-10	-5	2	4	0	-1	-8
Oc1c(C2=NCCNC(C(F)(F)F)=C2)ccc2ccccc12	-49	5	-242	.	-4	-100	10	10
CCNC1(C#N)CCN(Cc2ccccc2)CC1	-3	7	6	5	-1	8	3	-2
COc1ccc(OCc2nnc(SCC(=O)Nc3ccccc3C#N)o2)cc1	-12	-3	-6	1	3	-2	-1	0
COCCn1c(SCC(=O)NN2C(=O)NC(C)(c3ccccc3)C2=O)nnc1-c1ccncc1 (centres undefined)	21	-8	-7	1	-7	-4	4	0
CCOC(=O)NNc1ccc(C(F)(F)F)cn1	.	-4	5	-3	-2	0	.	2
CCCNC(=O)[C@@H]1[C@@H](CO)[C@@H]2Cn3c(cccc3=O)[C@H]1N2C(=O)C1CCCC1	-5	.	.	0	26	8	2	.
CCC1(c2ccccc2)SC(N)=NC1=O (centres undefined)	0	1	1	-6	8	-9	3	.
CSc1nc(C)cc(Oc2ccccc2)n1	20	-1	-35	.	0	10	6	1
CCOC(=O)[C@@H]1[C@H]2COc3cc(OC)ccc3[C@H]2N2C(=O)N(c3ccc(OC)cc3)C(=O)[C@]12C	6	-5	-2	0	-2	-12	2	-24
COc1cc2cc(-c3ccc(O)cc3O)nc(C)c2cc1OC	-9	-29	-37	5	-5	27	1	16
O=C1CN(S(=O)(=O)c2ccccc2)C[C@@H]2[C@H](c3ccc(Br)cc3)[C@H](CO)N12	-3	-8	3	.	-17	-9	-2	.
CN1CCN(c2ccc(CNC[C@H]3O[C@@H](n4cnc5c(=O)[nH]c(N)nc54)[C@H](O)[C@@H]3O)c(S(C)(=O)=O)c2)CC1	-5	-7	3	1	-5	5	-4	4
CC(c1ccncn1)N(C)C(=O)c1ccc2oc(Cc3ccccc3)nc2c1 (centres undefined)	-4	.	-74	6	0	-36	-1	8

Compound profiles, as listed above.
O=C(C[C@@H]1CC[C@H]2[C@@H](COC[C@H](O)CN2C(=O)Nc2ccc(F)cc2)O1)NCCCN1CCOCC1 as listed: LGR2 antag: -7; PGC1a acetyl inh: -10; PAX8 reporter: -5; PglD DTNB: 2; S100A4 MyoIIA: 4; EWS-Fli block: 0; ERAP1 HTS inh: -1; FN deposition inh: -8
CCCCc1c(-c2ccccc2OC)ncn1CCc1ccc(Cl)cc1 as listed: LGR2 antag: ?; PGC1a acetyl inh: .; PAX8 reporter: -1; PglD DTNB: .; S100A4 MyoIIA: -3; EWS-Fli block: 18; ERAP1 HTS inh: 3; FN deposition inh: -12

(cont.)
SMILES	LGR2 antag	PGC1a acetyl inh	PAX8 reporter	PglD DTNB	S100A4 MyoIIA	EWS-Fli block	ERAP1 HTS inh	FN deposition inh
O[C@H]1CN(CC2CCCCC2)[C@@H](c2ccc(Cl)cc2)C[C@@H]1n1cc(-c2ccc(F)cc2)nn1	5	-12	23	1	50	6	-1	-14
Cc1[nH]c2ccccc2c1/C=N/NC(=O)CNC(=O)COc1ccccc1	15	-8	20	4	9	-15	0	.
NS(=O)(=O)c1ccc(Cl)c(S(N)(=O)=O)c1	-2	-11	-2	-4	5	1	2	2
CCOC(=O)C(Cc1ccccc1)NC(=O)CCCC(=O)c1ccccc1 (centres undefined)	-10	.	8	7	2	0	2	-4
CCOC(=O)CSc1nc(C)c(C(C)=O)cc1C#N	.	2	-35	-1	.	.	.	3
CC(C)NC(=O)N[C@@H]1C=C[C@H](CC(=O)NCc2ccc(Oc3ccccc3)cc2)O[C@H]1CO	-10	3	-1	-1	-3	1	4	-4
C[C@H]1CCCCO[C@H](CN(C)C(=O)c2ccccc2)[C@@H](C)CN([C@@H](C)CO)C(=O)c2cc(NS(=O)(=O)c3cn(C)cn3)ccc2O1	-3	1	2	-1	-10	-9	4	0
NC(=S)n1[nH]c(-c2ccc([N+](=O)[O-])cc2)c(N=Nc2cccc(Cl)c2)c1=O	31	-1	-4	.	-2	44	10	2
CCNC(=O)C[C@@H]1CC[C@@H](NC(=O)C2CCC2)[C@H](CO)O1	-18	14	.	-3	1	1	-1	6
Cc1cccc(NC(=O)Cn2nnc3ccccc32)c1	-61	-1	-138	-3	-1	-67	-3	7
C[C@@H]1CN([C@@H](C)CO)C(=O)c2cccc(NC(=O)CCCCCC(=O)Nc3ccccc3N)c2O[C@H]1CN(C)S(C)(=O)=O	16	5	-15	.	5	-8	1	.
Cc1cc(C)c2cc(C(=O)N(C)C3CCN(C)CC3)[nH]c2c1	7	0	-2	-1	-4	-6	2	-7
COCCNC(=O)C[C@H]1CC[C@@H]2[C@H](COc3ccc(NC(=O)Cc4ccccc4)cc3C(=O)N2C)O1	2	0	-10	2	16	-3	5	-15
CCOC(=O)C1=CCN(S(=O)(=O)c2ccccc2[N+](=O)[O-])C1c1ccc(C)cc1 (centres undefined)	4	0	15	-4	2	0	-5	3
CC(C)NC(=O)N(C)C[C@H]1OCCCC[C@@H](C)Oc2ccc(NS(=O)(=O)c3cn(C)cn3)cc2C(=O)N([C@H](C)CO)C[C@@H]1C	-13	3	.	.	-38	-4	0	-3
Cc1ccc(NC2OC(CO)C(O)C2O)cc1[N+](=O)[O-] (centres undefined)	5	-3	12	5	.	.	.	-5
O=C(N/N=C/c1ccc(OC(F)F)cc1OC(F)F)c1ccc(Br)cc1	-1	.	-7	0	.	.	.	-4
CCN1CCC(NC(=O)c2cc(OC)c(OC)cc2OC)CC1	-5	10	.	.	-3	-3	1	.
COC(=O)[C@@]12CCCCN1[C@H](c1ccc(-c3cc(C(C)=O)cs3)c(OC)c1)[C@H]1C(=O)N(C)C(=O)[C@H]12	6	-13	-1	-3	3	8	3	-8
CCC(=O)N1CC2(C1)[C@H](c1ccccc1)[C@@H](CO)N2C(=O)NC(C)C	-9	0	-1	.	3	3	3	.
CC(C)C[C@H]1CN(CCCC[C@@H]2CNC(=O)C(=O)N2Cc2ccccc2)C(=O)C(=O)N1CCc1ccccc1	-2	.	-14	.	-1	-1	-4	-11
O=C(C[C@@H]1CC[C@@H]2[C@H](COC[C@H](O)CN2S(=O)(=O)c2cccc(Cl)c2)O1)NC1Cc2ccccc2C1	-8	-8	20	0	-22	-1	2	-2
COc1ccc(S(=O)(=O)N2CCOCC2)cc1NC(=O)c1cc2ccccc2o1	-7	.	6	-2	-8	5	1	-10
O=C(NNC(=S)Nc1ccc(Cl)cc1Cl)C1CC1	-15	7	-31	5	.	.	.	2
CSc1cccc(NC(=O)Cn2cnc(S(=O)(=O)N3CCCC3)c2)c1	5	2	11	0	-1	14	-2	-3

Some of the entries so far, with two lines to a compound:
Under each structure – LGR2 antag | PGC1a acetyl inh | PAX8 reporter | PglD DTNB | S100A4 MyoIIA | EWS-Fli block | ERAP1 HTS inh | FN deposition inh
CCN(CC)CCNC(=O)c1ccc(CS(=O)(=O)c2ccc(Br)cc2)o1
  5 | -6 | -1 | -6 | -10 | 3 | 0 | -3
Cc1[nH]c2ccccc2c1/C=N/NC(=O)CNC(=O)COc1ccccc1
  15 | -8 | 20 | 4 | 9 | -15 | 0 | .
C[C@@H]1CN([C@@H](C)CO)C(=O)c2cc(Br)cnc2O[C@H]1CN(C)Cc1ccccn1
  1 | -3 | . | -3 | 3 | -7 | -2 | .
CO[C@H]1CC[C@H]2CCOc3ccc(C#N)cc3C(=O)N(C)[C@@H](C)C(=O)N(C)C[C@@H]1O2
  -9 | . | -8 | -1 | . | 1 | . | 3
CSc1cccc(NC(=O)Cn2cnc(S(=O)(=O)N3CCCC3)c2)c1
  5 | 2 | 11 | 0 | -1 | 14 | -2 | -3
COCCn1c(SCC(=O)NN2C(=O)NC(C)(c3ccccc3)C2=O)nnc1-c1ccncc1 (centres undefined)
  21 | -8 | -7 | 1 | -7 | -4 | 4 | 0

(list continues)
SMILES	LGR2 antag	PGC1a acetyl inh	PAX8 reporter	PglD DTNB	S100A4 MyoIIA	EWS-Fli block	ERAP1 HTS inh	FN deposition inh
O=C(c1ccc(-c2ccccc2Cl)s1)N1CCOCC1	-37	-7	-235	8	-7	-145	4	10
CCOC(=O)N1CCN(C(=O)C2CCC(=O)N(CCCc3ccccc3)C2)CC1 (centres undefined)	-5	0	5	-9	2	-4	-3	.
Cc1noc(C)c1NC(=O)Nc1ccc2c(c1)C(=O)N([C@H](C)CO)C[C@@H](C)[C@H](CN(C)Cc1ccccc1)O2	13	.	10	-2	-9	-9	5	.
Cc1ccc(S(=O)(=O)N2CCN(CC(=O)N/N=C\c3ccncc3)CC2)cc1	-5	6	5	0	5	-11	.	-5
CN(c1ccccc1)S(=O)(=O)c1cccc(C(=O)NNC(=O)c2ccccc2)c1	16	-8	12	-7	-3	-1	-3	3
C[C@H](CO)N1C[C@H](C)[C@@H](CN(C)C)OCc2cn(nn2)CCCC1=O	1	5	-10	.	.	5	.	10
